Screens from PubChem.
RGS4 pot: potentiators or activators of RGS4 | B-score at 10 µM | 310,000 tested, 0.92% active | HEK293 M3R/inducible RGS4, carbachol calcium flux Fluo4; hits give low values;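 active = B-score of the integrated calcium signal more than 4 SD below the library mean, with starting fluorescence not abnormally high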;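 also: negative B-score means reduced calcium response which marks RGS4 activation or potentiation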
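test system = M3R-expressing HEK293 line, RGS4 induced by doxycycline | probe or stimulus = carbachol at ECmax as muscarinic agonist stimulus | timing = dye loading 30 min 37 °C, buffer rest 30 min RT | signal = calcium dye Fluo4 fluorescence | evaluation = B score from integrated fluorescence ratio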
Dyrk1A ADPGlo: Dyrk1A (rat) kinase inhibition. Q63470. ADP-Glo luminescence, NFATc1 peptide. inhibition, % at 12.5 µM. 310,000 tested, 0.43% active. AID 504441; in the data active = inhibition above about 50%;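 also: plate controls were vehicle with enzyme for no effect and no enzyme for full effect; many of its hits are not listed in these tables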
GSK3 alpha inh: blocks human GSK-3 alpha kinase; inhibition, % at 10 µM; P49840; AID 2650; ADP-Glo luminescence, 60 min; 320,000 tested, 0.1% active;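 in the data active = inhibition above about 50%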;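 also: GST-tagged GSK-3 alpha with peptide substrate and 25 µM ATP; 0% = DMSO neutral wells and 100% = GW8510 positive control wells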
Target sequence (P49840 whole entry, looked up): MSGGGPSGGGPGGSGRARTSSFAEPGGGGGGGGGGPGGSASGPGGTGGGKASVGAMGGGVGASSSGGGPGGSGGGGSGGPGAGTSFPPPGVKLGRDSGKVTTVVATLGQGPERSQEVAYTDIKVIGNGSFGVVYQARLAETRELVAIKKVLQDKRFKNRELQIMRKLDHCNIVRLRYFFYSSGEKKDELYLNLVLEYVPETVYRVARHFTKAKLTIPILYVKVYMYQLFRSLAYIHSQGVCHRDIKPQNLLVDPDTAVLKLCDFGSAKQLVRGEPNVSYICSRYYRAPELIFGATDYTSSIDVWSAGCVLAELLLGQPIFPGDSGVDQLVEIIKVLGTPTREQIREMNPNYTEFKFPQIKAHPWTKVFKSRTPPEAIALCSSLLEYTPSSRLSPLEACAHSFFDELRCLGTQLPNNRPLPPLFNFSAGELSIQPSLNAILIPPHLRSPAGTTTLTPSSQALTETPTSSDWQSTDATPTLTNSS
KCNK3 block: human KCNK3 channel inhibition, primary screen. CHO-KCNK3 thallium flux, FluxOR fluorescence; hits give low values. B-score at 10 µM. 340,000 tested, 0.84% active;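 active = B-score under library mean minus 4 SD, starting fluorescence ratio at most library mean plus 5 SD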;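 also: more negative B-score means stronger inhibition of thallium flux through KCNK3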
hERG protect: compounds protecting human hERG from proarrhythmic drug block; Q12809; CHO-hERG, FluxOR thallium flux, dofetilide IC70 present; activation (rescue from dofetilide block), less the hit threshold, % at 10 µM; 310,000 tested, 0.51% active; AID 1511;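 active = activation above the mean of controls blocked by dofetilide plus 5 SD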;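 also: thallium influx through hERG after potassium depolarization seen as dye fluorescence rise; in these data hits start at about 4.7%; inactives centre near -7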
KCNK9 block: blocks the human KCNK9 two-pore domain potassium channel; Q9NPC2; HEK293 KCNK9, FluxOR thallium flux fluorescence; hits give low values; B-score at 10 µM; 310,000 tested, 1.2% active;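 active = ratio B-score over 3 SD below the library mean, with starting fluorescence within 5 SD of its mean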;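 also: negative B-score means less thallium flux so channel inhibition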
KCNQ1 act: potentiators or activators of human KCNQ1 potassium channel; P51787; CHO-K1 KCNQ1, thallium flux FluxOR fluorescence; hits give high values; B-score at 10 µM; 310,000 tested, 0.35% active;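 active = fluorescence ratio B-score, a plate-corrected score, at least three library SD, with initial intensity B-score within 5 SD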
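Test system: CHO-K1 cells stably expressing KCNQ1 / Medium: assay buffer / Also added: depolarizing K+/Tl+ stimulus, K2SO4 and Tl2SO4 each 12.5 mM in 5x stock / Incubation: 90 min dye loading and 20 min compound exposure, both at room temperature / Signal: thallium influx via FluxOR fluorescence, kinetic imaging / Evaluation: B score of baseline-normalized fluorescence ratio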
PolyA inh: inhibitors of polyadenylation in S. cerevisiae; S. cerevisiae SKY197-pL101 polyadenylation reporter, beta-gal luminescence; efflux-impaired pdr1/pdr3 knockout yeast; score 100 = 6 SD above DMSO; AID 1875; 300,000 tested, 0.02% active; calls only at 12 µM;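 active = lowest replicate activity score at least 50, where 100 means six control SD above control mean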;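 also: yeast exposed to compound for 9 h at 30 °C; higher score means more reporter readthrough which indicates perturbed polyadenylation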
HDAC3 inh: blocks human histone deacetylase 3; inhibition, % at 8.3 µM; recombinant HDAC3, fluorogenic peptide/trypsin coupled, fluorescence; 320,000 tested, 0.15% active; in the data active = inhibition above about 26%, passing the limit was not always enough
KCNQ1 inh: human KCNQ1 channel inhibition. P51787. CHO-K1 KCNQ1, FluxOR thallium flux fluorescence; hits give high values. B-score at 10 µM. 310,000 tested, 1.3% active. AID 2642;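 active = compounds whose thallium flux B-score, printed positive for inhibition, exceeds three library SD while starting fluorescence stays within three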;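 also: channel opened by potassium depolarization with thallium stimulus after 20 min compound exposure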
GSK3beta inhib: blocks human GSK3beta kinase activity. AID 2097. P49841. 300,000 tested, 0.038% active. GST-GSK3beta kinase, ADP-Glo luminescence, 60 min; hits give low values. activity score (negative = inhibition), % at 10 µM;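 active = more than half of replicate wells score below -50%, meaning over 50% inhibition versus plate controls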;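 also: 0% = median DMSO wells and -100% = median GW8510 positive control wells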
Target sequence (P49841 whole entry, looked up): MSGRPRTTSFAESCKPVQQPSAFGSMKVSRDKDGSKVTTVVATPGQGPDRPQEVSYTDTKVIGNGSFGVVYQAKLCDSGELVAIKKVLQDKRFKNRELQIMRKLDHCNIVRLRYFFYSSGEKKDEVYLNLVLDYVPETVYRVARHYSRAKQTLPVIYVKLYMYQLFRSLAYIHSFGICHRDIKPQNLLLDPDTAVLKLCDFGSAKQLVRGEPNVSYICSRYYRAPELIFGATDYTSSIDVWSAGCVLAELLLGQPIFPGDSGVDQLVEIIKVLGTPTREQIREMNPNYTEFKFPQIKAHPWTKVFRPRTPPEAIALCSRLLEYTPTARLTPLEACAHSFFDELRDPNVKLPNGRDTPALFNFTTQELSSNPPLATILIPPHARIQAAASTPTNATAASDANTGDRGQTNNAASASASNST
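Test system – GST-tagged human GSK3beta kinase, cell-free · Incubation – 60 min enzyme reaction, room temperature · Signal – ADP-Glo luminescence · Also added – peptide substrate and ATP at 25 µM · Controls – DMSO neutral wells and GW8510 at 20 µM as positive · Buffer or medium – Tris/MgCl2 kinase buffer · Measure – Luminescence-derived activity versus plate DMSO and GW8510 wells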
The depositor's hits bear a star; i = inactive; . = not tested or not shown.

SMILES | RGS4 pot | Dyrk1A ADPGlo | GSK3 alpha inh | KCNK3 block | hERG protect | KCNK9 block | KCNQ1 act | PolyA inh | HDAC3 inh | KCNQ1 inh | GSK3beta inhib
O=C1NC(=O)C(=Cc2cc3c(cc2[N+](=O)[O-])OCO3)C(=O)N1 | i | 1 | 0 | i | -12 | i | i | i | 15 | i | -1
COc1ccc(C(=O)Oc2cccc3cccnc23)cc1S(=O)(=O)N1CCOCC1 | i | . | -1 | i | -15 | i | i | i | 2 | i | 1
CCn1c(C)c(C(=O)Nc2ccc(OC)cc2)c2cc(OC)ccc21 | i | -3 | 1 | i | -3 | i | i | i | 6 | i | 1
CCC(=NCCO)c1c(O)n(-c2ccccc2)c(=O)[nH]c1=O | i | -7 | 0 | i | -8 | i | i | i | 6 | i | -4
O=C(O)c1c[nH]c2ccc(S(=O)(=O)N(CCCl)CCCl)cc12 | i | -5 | 16 | i | -7 | i | i | i | 2 | i | 0
O=C(Nc1ccccc1)c1c(O)[nH]c(=S)[nH]c1=O | i | 2 | -4 | i | -7 | i | i | i | 0 | i | 0
CCCN1CCC[C@@H]2Cc3nc(N)ncc3C[C@H]21 | i | . | 1 | . | -5 | i | i | i | -1 | i | 0
COC(=O)C1=C(c2cc3ccccc3s2)C[C@@H]2CC[C@H]1N2C(=O)NCCCOC(C)C | i | 4 | -1 | i | -10 | i | i | i | 8 | i | 3
Cc1nc2ccccc2c(=O)n1-c1ccc(Br)cc1[N+](=O)[O-] | i | 38 | 2 | i | -2 | i | i | i | 1 | i | -4
CC(C)(C)NC(=O)C1CC2CCCCC2CN1 (centres undefined) | i | 4 | 0 | i | -6 | i | i | i | -5 | i | -1
Cc1ccsc1C(=O)C1CCCN(Cc2cnn(C)c2)C1 (centres undefined) | i | -51 | -1 | i | -4 | i | i | i | -6 | i | 3
CCC(=NCc1ccc(F)cc1)c1c(O)n(C)c(=O)n(C)c1=O | i | 2 | 0 | i | -6 | i | i | i | 2 | i | 0
Cc1c(Oc2cc(NN3CCCCC3)c([N+](=O)[O-])cc2[N+](=O)[O-])cccc1[N+](=O)[O-] | i | -7 | 1 | i | -7 | i | i | i | 3 | i | 2
CC/C(=N\Nc1ccccc1)c1c(O)n(-c2ccc(OC)cc2)c(=O)[nH]c1=O | i | 3 | 2 | i | -12 | i | i | i | 5 | i | 0
CC(C)N1C(=O)NC(=O)C2(Cc3cc([N+](=O)[O-])ccc3N(C)C2c2ccccc2)C1=O (centres undefined) | i | -1 | -1 | i | -7 | i | i | i | 9 | i | -4
COc1ccc(CCC(C)NCCc2ccccc2)cc1 (centres undefined) | i | 0 | -2 | i | -13 | i | i | i | 1 | i | 5
COc1ccc(CCC(=O)N2CCC3(CC2)OCCO3)cc1 | i | -9 | 3 | i | -4 | i | i | i | -6 | i | 1
CCCc1[nH]nc2c1C1(C(=O)N(CC(N)=O)c3ccccc31)C(C(=O)OC)=C(N)O2 (centres undefined) | i | -5 | 1 | i | -14 | i | i | i | 3 | i | 1
COC(=O)C1=C(c2cccc(OC)c2OC)C[C@@H]2CC[C@H]1N2C(=O)N1CCC(O)CC1 | i | 14 | -3 | i | -7 | i | i | i | 4 | i | 2
CC(C)CCOC(=O)c1c(N)n(CC2CCCO2)c2nc3ccccc3nc12 (centres undefined) | i | 7 | 2 | i | -7 | i | i | i | -92 | i | 3

4 records drawn at random from the list so far, as already listed:
SMILES | RGS4 pot | Dyrk1A ADPGlo | GSK3 alpha inh | KCNK3 block | hERG protect | KCNK9 block | KCNQ1 act | PolyA inh | HDAC3 inh | KCNQ1 inh | GSK3beta inhib
Cc1nc2ccccc2c(=O)n1-c1ccc(Br)cc1[N+](=O)[O-] | i | 38 | 2 | i | -2 | i | i | i | 1 | i | -4
O=C(Nc1ccccc1)c1c(O)[nH]c(=S)[nH]c1=O | i | 2 | -4 | i | -7 | i | i | i | 0 | i | 0
Cc1c(Oc2cc(NN3CCCCC3)c([N+](=O)[O-])cc2[N+](=O)[O-])cccc1[N+](=O)[O-] | i | -7 | 1 | i | -7 | i | i | i | 3 | i | 2
Cc1ccsc1C(=O)C1CCCN(Cc2cnn(C)c2)C1 (centres undefined) | i | -51 | -1 | i | -4 | i | i | i | -6 | i | 3

Additional compounds.
SMILES | RGS4 pot | Dyrk1A ADPGlo | GSK3 alpha inh | KCNK3 block | hERG protect | KCNK9 block | KCNQ1 act | PolyA inh | HDAC3 inh | KCNQ1 inh | GSK3beta inhib
NCCc1c(Cc2ccccc2)[nH]c2ccccc12 | i | . | 2 | i | -6 | i | i | i | 10 | i | 1
CCC(=NCCO)c1c(O)n(C2CCCCC2)c(=O)[nH]c1=O | i | -1 | 27 | i | -5 | i | i | i | 2 | i | -7
O=c1[nH]c(=O)n(-c2cccc3ccccc23)c(O)c1C=NCCCn1ccnc1 | i | 1 | -6 | i | -3 | i | i | i | -1 | i | -26
Cc1nc2ccccc2c(=O)n1-c1ccc(Cl)cc1Cl | i | . | 1 | i | -7 | i | i | i | 3 | i | 2
Oc1ccc(-[n+]2c(-c3ccccc3)cc(-c3ccccc3)cc2-c2ccccc2)cc1 | -7.2* | 8 | 2 | i | -50 | -7.3* | i | i | 7 | 10* | -5
CN(C)C(=O)Oc1ccc(NC(=O)N2CCOCC2)cc1 | i | -4 | 1 | i | -6 | i | i | i | -10 | i | 2
O=C1NC(=O)C(=Cc2ccc(OCC(=O)N3CCOCC3)cc2)C(=O)N1 | i | 10 | -3 | i | -8 | i | i | i | -9 | i | -4
COc1cc(N2CCOCC2)ccc1/C=C1\C(=O)NC(=O)N(Cc2ccc3c(c2)OCO3)C1=O | i | 23 | . | i | -17 | i | i | i | 11 | i | 3
CCCC/C(C)=C/[C@@H](NP(=O)(c1ccccc1)c1ccccc1)c1ccccc1 | i | 6 | -2 | i | -7 | i | i | i | 1 | i | 0
COC(=O)N1C(c2ccccc2)C1c1ccccc1 (centres undefined) | i | -1 | -1 | i | -11 | i | i | i | -3 | i | -1
Cn1c(O)c(/C=N/N2CCOCC2)c(=O)[nH]c1=S | i | . | 1 | . | -6 | i | i | i | -1 | i | -1
COc1ccc(OC)c2c1CCC1NCCOC21 (centres undefined) | i | 1 | 1 | i | -2 | i | i | i | -2 | i | 4
CN1CCCN(C(=O)COc2ccc(F)cc2F)CC1 | i | -1 | -1 | i | -12 | i | i | i | -1 | i | 3
CCc1nc2ccc(Br)cc2c(=O)n1-c1ccccc1C(F)(F)F | i | -4 | -7 | i | -11 | i | i | i | 0 | i | -1
O=[N+]([O-])c1ccccc1CNCCc1c[nH]c2ccccc12 | i | -1 | 0 | i | -4 | i | i | i | -4 | i | 3
C[C@]12CCC3C(CCC4=C/C(=N/OCC(=O)NC(CCC(=O)O)C(=O)O)CC[C@@]43C)C1CCC2O (some centres undefined) | i | -1 | -5 | i | -6 | i | i | i | -1 | i | 3
O=C(C(=C1N(Cc2ccc(Cl)nc2)CCN1Cc1ccc(Cl)nc1)[N+](=O)[O-])C(Cl)Cl | i | 1 | -3 | i | -6 | i | i | i | 3 | i | 3
C/C(=N\N1CCCCCC1)c1c(O)n(-c2ccccc2)c(=O)[nH]c1=O | i | -2 | 1 | i | -5 | i | i | i | -3 | i | 2
C=CCOC(=O)C1=C(C)OC(N)=C(C#N)[C@@]12C(=O)N(CC(N)=O)c1ccccc12 | i | -3 | 1 | i | -3 | i | i | i | 5 | i | -2
NC(N)=N/N=C/c1ccc(N(c2ccccc2)c2ccccc2)cc1 | -8.3* | 14 | -11 | i | -33 | i | i | i | -120 | 7* | 6
CCN1CCN(S(=O)(=O)c2cnc(Cl)c(Br)c2)CC1 | i | 1 | 1 | i | -4 | i | i | i | -1 | i | 1
O=C1C2CCCN2C(c2ccc(Cl)cc2)N1c1ccccn1 (centres undefined) | i | -7 | 1 | i | -8 | i | i | i | -4 | i | 5
O=P(N[C@@H](c1ccccc1)[C@@H]1C[C@H]1CO)(c1ccccc1)c1ccccc1 | i | 17 | 4 | i | -4 | i | i | i | -1 | i | 1
CCOc1cc(C2C(C#N)=C(N)Oc3c2c(=O)oc2ccccc32)ccc1OC(=O)c1cccs1 (centres undefined) | i | -4 | 0 | i | -9 | i | i | i | 2 | i | -3
NNC(=O)CN1C(=O)CN=C(c2ccccc2)c2cc(Br)ccc21 | i | . | -3 | i | -8 | i | i | i | 5 | i | -1
O=C(N/N=C/c1c(O)n(CCc2ccccc2)c(=O)[nH]c1=O)c1ccccc1O | i | -1 | 2 | i | -22 | i | i | i | 4 | i | 0
COC(=O)C(Cc1ccc(N(CCCl)CCCl)cc1)N=Cc1ccccc1O (centres undefined) | -7.1* | 0 | -1 | i | -5 | i | i | i | -3 | i | -3
Cc1cccn2c(=O)c3c(nc12)N1CCCCCC1C1(C3)C(=O)N(C)C(=O)N(C)C1=O (centres undefined) | i | . | -3 | i | -5 | i | i | i | 5 | i | 2
O=C(COc1ccccc1)N1CCN(CC(O)COc2ccccc2)CC1 (centres undefined) | i | 9 | -4 | i | -4 | i | i | i | 0 | i | 4
O=c1[nH]c(=O)n(-c2ccc(Cl)cc2)c(O)c1C=Nc1ccc(S(=O)(=O)Nc2nccs2)cc1 | i | 7 | -36 | i | -5 | i | i | i | 4 | i | 0
O=C(COc1ccccc1)c1cn(Cc2ccccc2)c2ccccc12 | i | 5 | 6 | i | -9 | -10* | i | i | 4 | i | 0
CCCCN1C(=O)NC(=O)/C(=C/c2cnc(SC)nc2)C1=O | i | 7 | -2 | i | -5 | i | i | i | 0 | i | 1
COc1cc(C)c(-c2nc(CN3C[C@@H]4C[C@@H](C3)c3cccc(=O)n3C4)c(C)o2)cc1C | i | -6 | 0 | i | -7 | i | i | i | -3 | i | 0
Cc1ccc(-n2c(C)cc(/C=C3/C(=O)NC(=O)N(C)C3=O)c2C)cc1 | i | 2 | -7 | i | -5 | i | i | i | 3 | i | 1
C1CNC2NCCNC2N1 (centres undefined) | i | 3 | . | i | -12 | i | i | i | . | i | -2
O=C(O)Cc1cnc[nH]1 | i | 1 | -3 | i | -6 | i | i | i | -2 | i | 1
O=C(CNC1CCCCC1)N1CCC2(CC1)OCCO2 | i | -5 | -19 | i | -8 | i | i | i | 4 | i | 1

Not all compounds are listed, so the mix of outcomes need not match the whole.
